High-throughput results (PubChem)
Gal4-VP16 FLuc: inhibits Gal4-VP16 luciferase reporter, ROR gamma counter-screen. 310,000 tested, 3.5% active. Potency, µM (top dose mostly 53.6 µM), for inactives: at the highest dose activity, negative = inhibition, usual class: inhibitors. Drosophila S2 Gal4-VP16 UAS-luciferase, luminescence, 20 h;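 note: Gal4-VP16 expression switched on by copper sulfate through the metallothionein promoter; potency is the fitted concentration of half-maximal effect; % is set by controls: 0 for no effect and ±100 for the full control effect; nearly all actives have a fitted effect of over 50% in size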
ELG1 genotoxic: genotoxicity induction in ELG1-luciferase HEK293T cells; HEK293T ELG1-luciferase reporter, luminescence, 16 h; Potency, µM (titrated, usually from 46 µM), inactives show at the top dose activity change, positive = activation, usual class: activators; 330,000 tested, 1.3% active; AID 504466; note: potency is the fitted concentration of half-maximal effect; % of control where 0% means no effect; nearly all actives have a fitted effect of over 60% in size
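Cells (2,000/well) expressing the ELG1-luciferase fusion are dosed by pin tool and kept 16 hr at 37 °C, 5% CO2. Signal comes from ONE-Glo luciferase reagent after 30 min at room temperature.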
Giardia kill: Giardia lamblia killing; Giardia lamblia trophozoite viability; activity change, % at 7.66 µM, hits read low; 340,000 tested, 0.15% active; AID 540267; in the data active = activity change below about -80%; inconclusive = between about -30% and that limit;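 note: parasites exposed to compound for two days anaerobically before the ATP read; % is set by controls: 0 for no effect and ±100 for the full control effect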
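Giardia trophozoites, 100 cells per well, were exposed to compounds for 48 hrs at 37 deg C under anaerobic conditions; viability was then read as ATP content by bioluminescence after 15-30 min at room temperature.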
RORg inh: blocks mouse ROR gamma transcriptional activity | Drosophila S2 Gal4-RORgamma UAS-luciferase reporter, 20 h | Potency, µM (doses to about 53.6 µM), inactives show at the highest dose activity change, negative = inhibition, most hits filed as inhibitors | 310,000 tested, 5.4% active | AID 2551; note: potency is the fitted concentration of half-maximal effect; % is set by controls: 0 for no effect and ±100 for the full control effect; nearly all actives have a fitted effect of over 60% in size
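Luminescence from a UAS-regulated Photinus luciferase reporter in stably transfected Drosophila Schneider cells is measured; decreased signal marks ROR gamma inhibition. Fusion expression is induced by 700 uM copper sulfate for 20 hr.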
FBPA coupling cs: inhibits coupling enzyme system, counter-screen for aldolase hits. coupling enzyme system counterscreen, AmpLite Red fluorescence. activity change, negative = inhibition, % at 58.2 µM, hits read low. 290,000 tested, 0.67% active. AID 2472; in the data active = activity change below about -30%; note: % is set by controls: 0 for no effect and ±100 for the full control effect
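Coupling enzymes only (glyceraldehyde-3-phosphate) + compound, at 57.5 uM final, 10 min RT; add substrate/coupling/AmpLite Red mix, 20 min RT; fluorescence ex 525/em 598 nm. Actives flag coupling-system interference.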
FLuc counter: inhibits or activates purified firefly luciferase, miR-21 counter-screen; P08659; purified FLuc, Km substrates, luminescence inhibition; Potency, µM (doses to about 57.5 µM), inactives show at the highest dose activity change, negative = inhibition, usual class: inhibitors; 360,000 tested, 6.9% active; AID 588342;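 note: potency is the fitted concentration of half-maximal effect; plate controls were vehicle for no effect and reference inhibitor for full effect; nearly all actives have a fitted effect of over 55% in size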
Target sequence (P08659 whole entry, looked up): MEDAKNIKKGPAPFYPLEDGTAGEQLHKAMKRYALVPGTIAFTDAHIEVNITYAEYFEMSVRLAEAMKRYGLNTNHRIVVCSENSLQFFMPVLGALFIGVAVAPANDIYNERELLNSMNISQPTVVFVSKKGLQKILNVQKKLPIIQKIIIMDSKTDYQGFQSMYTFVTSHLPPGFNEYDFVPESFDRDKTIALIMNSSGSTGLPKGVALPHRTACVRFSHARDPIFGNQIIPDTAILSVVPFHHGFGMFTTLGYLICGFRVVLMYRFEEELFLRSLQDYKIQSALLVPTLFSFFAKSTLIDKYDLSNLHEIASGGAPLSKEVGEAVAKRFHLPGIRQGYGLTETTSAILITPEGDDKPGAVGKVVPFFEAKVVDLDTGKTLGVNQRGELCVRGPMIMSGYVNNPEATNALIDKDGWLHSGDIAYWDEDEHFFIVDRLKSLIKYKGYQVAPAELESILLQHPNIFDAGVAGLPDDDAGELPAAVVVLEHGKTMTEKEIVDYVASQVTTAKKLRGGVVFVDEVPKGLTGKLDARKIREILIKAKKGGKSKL
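Biochemical qHTS of compounds, final roughly 60 µM downward over six points, against 10 nM purified firefly luciferase using Km concentrations of substrates (10 uM D-luciferin, 10 uM ATP) in Tris acetate pH 7.5 buffer; luminescence output.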
NPC1 promoter act: activates the NPC1 promoter; 320,000 tested, 2.4% active; AID 485313; Potency, µM (highest dose often 9.22 µM), for the others: at the top dose activation, actives largely listed as activators; Huh7 NPC1 promoter luciferase reporter, 24 h;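 note: potency is the fitted concentration of half-maximal effect; % of control where 0% means no effect; nearly all actives have a fitted effect of over 60% in size; reporter is driven by a mutant NPC1 promoter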
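Readout is luciferase luminescence, reflecting NPC1 promoter activation in stably transfected Huh7 cells after 24 h compound exposure at 37 °C in reduced-serum medium with 10% FBS.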
Rab9 prom act: Rab9 promoter activation; 320,000 tested, 2.8% active; Potency, µM (top dose mostly 9.22 µM), for the others: top-dose activation, negative = inhibition, hits mostly activators; Huh7 Rab9 promoter-luciferase reporter, luminescence, 24 h; note: potency is the fitted concentration of half-maximal effect; % of control where 0% means no effect; nearly all actives have a fitted effect of over 60% in size
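Luciferase signal after 10 min detection reagent at ambient indicates Rab9 promoter upregulation; stably transfected Huh7 cells were treated 24 h with compound in DMSO at 37 °C, 5% CO2.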
Tb PFK block: T. brucei PFK enzyme inhibition | O15648 | T. brucei PFK, ADP-Glo luminescence | Potency, µM (highest dose often 57.5 µM), for inactives: top-dose activity, negative = inhibition, actives largely listed as inhibitors | 330,000 tested, 0.17% active;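 note: potency is the fitted concentration of half-maximal effect; 0% = uninhibited 1x PFK enzyme wells and -100% = no-enzyme wells; nearly all actives have a fitted effect of over 60% in size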
Target sequence (O15648 whole entry, looked up): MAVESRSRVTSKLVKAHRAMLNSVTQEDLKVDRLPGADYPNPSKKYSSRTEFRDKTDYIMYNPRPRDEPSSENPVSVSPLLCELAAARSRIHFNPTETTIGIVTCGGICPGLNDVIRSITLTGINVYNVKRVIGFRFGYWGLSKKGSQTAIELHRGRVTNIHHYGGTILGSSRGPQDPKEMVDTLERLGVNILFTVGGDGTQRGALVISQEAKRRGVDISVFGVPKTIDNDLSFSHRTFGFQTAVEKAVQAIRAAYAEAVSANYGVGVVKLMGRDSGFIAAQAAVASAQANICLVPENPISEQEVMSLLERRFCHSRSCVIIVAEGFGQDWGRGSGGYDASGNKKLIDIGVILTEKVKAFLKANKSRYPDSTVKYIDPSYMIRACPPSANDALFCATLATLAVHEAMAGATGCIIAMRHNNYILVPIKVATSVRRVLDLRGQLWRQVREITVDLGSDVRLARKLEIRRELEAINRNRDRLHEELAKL
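ADP-Glo luminescence quantified ADP after 45 min at room temperature, with 1.25 nM T. brucei PFK, 0.1 mM ATP and 0.5 mM fructose-6-phosphate in pH 8.0 TEA buffer. qHTS titrations up to 57 µM; curves classified by quality.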
uPA surface inh: inhibitors of cell surface uPA generation | cell surface uPA generation assay, qHTS | Potency, µM (titrated, usually from 38.3 µM), without a hit: at the top dose activity change, negative = inhibition, usual class: inhibitors | 330,000 tested, 0.31% active | AID 540303; active = well fitted inhibition curve with a large enough effect; inconclusive = small, poorly fitted or top-dose-only effect; inactive = no such curve, though single readings can be large or run the other way; tested in mouse RAW 264.7 cells; note: potency is the fitted concentration of half-maximal effect; % is set by controls: 0 for no effect and ±100 for the full control effect; nearly all actives have a fitted effect of over 55% in size
KCNH2 3.1 block: KCNH2 3.1 (human) potassium channel inhibition; U2OS KCNH2 3.1, thallium flux FluxOr; stronger effect = lower value; activity change, % (tested at about 1.8 µM); 340,000 tested, 0.95% active; AID 720553;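 active = maximum activity change below -70%; inconclusive = maximum activity change from -70% to -50%; inactive = maximum activity change above -50%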;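 note: thallium influx rate constant from kinetic fluorescence after stimulation buffer; % is set by controls: 0 for no effect and ±100 for the full control effect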
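Measured as rate of thallium-driven FluxOr signal in transduced U2OS cells carrying the 3.1 channel, read kinetically for 2 min upon stimulation; values are rate constants scaled to DMSO control wells.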
An asterisk follows results filed as active; ? = inconclusive; / = not tested or not shown; & = joins results of further samples; [ ] = another dose, or the depositor's remark. Unless noted, calls come from the whole dose curve; as a rule, active = well fitted curve in the direction sought with a large enough effect; inconclusive = small, poorly fitted or top-dose-only effect, or another doubt; inactive = no such curve, though single readings can be large; an effect the other way counts as inactive or inconclusive.

SMILES | Gal4-VP16 FLuc | ELG1 genotoxic | Giardia kill | RORg inh | FBPA coupling cs | FLuc counter | NPC1 promoter act | Rab9 prom act | Tb PFK block | uPA surface inh | KCNH2 3.1 block
CCOC(=O)c1c(-c2ccc(OC)cc2)csc1NC(=O)CNCc1ccco1 | 5.6µM* | -9% | 1 | 5µM* | -9 | 2% | -5% | 0% | 2% | -2% | -27
CC1CC(C)CN(C(=O)COC(=O)c2c[nH]c3ccccc23)C1 (centres undefined) | / | 1% | -8 | / | / | 4% | 6% | 9% | 2% | 17% | -6
CC(=O)N1CCN(CC(O)COc2ccc(Br)cc2)CC1 (centres undefined) | 6% | 1% | -6 | 0% | -1 | -1% | -1% | -4% | -7% | 4% | 3
C/C(=N/NC(=O)c1ccncc1)C1=C(O)CC(C)(C)CC1=O | 3% | -7% | 1 | -27% | 0 | -9% | 0% | 3% | 0% | -8% | 16
CCCCNS(=O)(=O)c1ccc2nc(SCC(=O)Nc3cc(C)cc(C)c3)[nH]c2c1 | 2% | -1% | 4 | 11% | 5 | 0% | -4% | -2% | -5% | 7% | 1
COc1ccc(-n2nnnc2SCC(=O)Nc2ccccc2F)cc1 | 0% | 1% | -11 | 26% | 5 | 4% | -3% | 2% | 5% | 15% | -26
O=C(C(NS(=O)(=O)c1cccs1)c1ccccc1)N1CCN(c2ccccc2)CC1 (centres undefined) | -5% | -5% | -8 | 36% | 1 | -2% | -4% | 3% | 0% | / | -4
CN(CC(=O)Nc1ccccc1C(F)(F)F)C(=O)c1cc2c(s1)CCCCC2 | / | 0% | 8 | / | / | -12% | 1% | -3% | -6% | 1% | -9
NC(N)=N/N=C/c1c(Cl)cccc1Cl | 4%&-1%&-3% | -4%&1% | -29&5 | -9%[10 µM] | -20&-3 | -1%&-2% | 1%[46.1 µM] | -17%[46.1 µM] | -18%&-1% | -8%&-18% | -6&-21
CCOC(=O)C1CCN(C(=S)Nc2ccc(CC)cc2)CC1 | ? | -24% | 1 | 11µM* | 2 | ? | ? | 23% | 3% | -2% | -2
Cc1ccc(N(C)S(=O)(=O)c2cccc(C(=O)Oc3ccc4c(C)cc(=O)oc4c3)c2)cc1 | -11% | 0% | -4 | -8% | -1 | -3% | -5% | 0% | 0% | 0% | 1
O=S(=O)(c1ccc(N=C2NN=C(c3cc(F)ccc3F)CS2)cc1)N1CCOCC1 | 7% | -8% | -26 | 6% | 3 | -9% | -11% | -18% | ? | -10% | 7
COc1cc2c(cc1OC)CN(C(=O)CSc1ccc(F)cc1)CC2 | / | 0% | -1 | / | / | 2% | -1% | -5% | -5% | 8% | 15
CSc1ccccc1NC(=O)Nc1cccc(Cl)c1C | 4% | 19% | -21 | 11% | 0 | -2% | -2% | 1% | -3% | -4% | 8
COc1ccc(-c2cc3c(=O)n(CC(=O)NCc4ccccc4OC)ncn3n2)cc1 | -4% | 14% | -13 | -13% | 3 | -2% | -2% | 12% | 0% | -4% | 6
Cc1cc(Cl)ccc1NC(=S)NC(C)(C)C | 16µM* | -4% | -19 | 2µM* | 2 | -4% | -1% | 1% | -10% | 6% | 7
O=C(NCc1ccco1)C(=O)c1cn(CC(=O)N2CCCCC2)c2ccccc12 | -4% | 8% | 14 | 16% | -1 | 1% | -2% | -5% | -6% | 2% | -3
CCOC(=O)NC(=O)COC(=O)CCCSc1nc2ccccc2s1 | 8.9µM* | 2% | -4 | 7.1µM* | 5 | ? | -4% | -4% | -2% | 1% | 5
O=C(COc1ccccc1)Nc1sc2c(c1C(=O)NCc1cccnc1)CCCC2 | ? | ? | 6 | -35% | -1 | ? | 1% | 1% | 2% | 6% | -1
Nc1nc(CN2CCN(c3cccc(Cl)c3)CC2)nc(N2CCCc3ccccc32)n1 | -27% | -3% | 2 | 13% | 1 | 2%[2.3 µM] | -2% | -4% | 13% | -2% | 10
COc1ccc(C2c3sc(=O)[nH]c3SC3C4CCC(C4)C23)cc1OC (centres undefined) | 4% | 1% | -12 | -9% | 3 | -3% | -8% | 0% | 3% | -8% | 7
O=C(N=C1SC2CS(=O)(=O)CC2N1c1ccc(F)cc1)C1CCCCC1 (centres undefined) | -4% | 0% | 0 | 7% | / | 2% | 0% | -2% | -3% | 5% | 9
COc1ccc(CNC(=O)[C@@H](C)NC(=O)C2CCN(C(=O)[C@@H](N)CCSC)CC2)cc1 | -2% | 5% | 9 | 4% | 0 | 13% | -1% | -4% | -5% | 4% | 4
CN1CCN(CCCc2c3c(cc4c2CCC4)CCC3)CC1 | -9% | -1% | -6 | -4% | 5 | -4% | -4% | -2% | 1% | 1% | 12
COc1ccc(S(=O)(=O)N(C)CC(=O)NC2CC2)cc1 | 6% | 0% | -7 | -1% | 1 | 6% | -5% | -1% | 1% | 7% | -9

Five entries out of the list, sorted by number of heavy atoms, ascending:
SMILES | Gal4-VP16 FLuc | ELG1 genotoxic | Giardia kill | RORg inh | FBPA coupling cs | FLuc counter | NPC1 promoter act | Rab9 prom act | Tb PFK block | uPA surface inh | KCNH2 3.1 block
NC(N)=N/N=C/c1c(Cl)cccc1Cl | 4%&-1%&-3% | -4%&1% | -29&5 | -9%[10 µM] | -20&-3 | -1%&-2% | 1%[46.1 µM] | -17%[46.1 µM] | -18%&-1% | -8%&-18% | -6&-21
CCOC(=O)C1CCN(C(=S)Nc2ccc(CC)cc2)CC1 | ? | -24% | 1 | 11µM* | 2 | ? | ? | 23% | 3% | -2% | -2
O=C(NCc1ccco1)C(=O)c1cn(CC(=O)N2CCCCC2)c2ccccc12 | -4% | 8% | 14 | 16% | -1 | 1% | -2% | -5% | -6% | 2% | -3
O=S(=O)(c1ccc(N=C2NN=C(c3cc(F)ccc3F)CS2)cc1)N1CCOCC1 | 7% | -8% | -26 | 6% | 3 | -9% | -11% | -18% | ? | -10% | 7
Cc1ccc(N(C)S(=O)(=O)c2cccc(C(=O)Oc3ccc4c(C)cc(=O)oc4c3)c2)cc1 | -11% | 0% | -4 | -8% | -1 | -3% | -5% | 0% | 0% | 0% | 1

The main list resumes with the 2 entries that preceded the break.
SMILES | Gal4-VP16 FLuc | ELG1 genotoxic | Giardia kill | RORg inh | FBPA coupling cs | FLuc counter | NPC1 promoter act | Rab9 prom act | Tb PFK block | uPA surface inh | KCNH2 3.1 block
CN1CCN(CCCc2c3c(cc4c2CCC4)CCC3)CC1 | -9% | -1% | -6 | -4% | 5 | -4% | -4% | -2% | 1% | 1% | 12
COc1ccc(S(=O)(=O)N(C)CC(=O)NC2CC2)cc1 | 6% | 0% | -7 | -1% | 1 | 6% | -5% | -1% | 1% | 7% | -9
Nn1c(Cc2cccc3ccccc23)nnc1SCn1nnc2ccccc2c1=O | -1% | 0% | -16 | -11% | 0 | 5% | -4% | -2% | -15% | 2% | 0
O=C(/C=C/c1ccco1)NC(=S)Nc1cccc([N+](=O)[O-])c1 | ? | 10% | 21 | ? | -1 | -1% | -4% | -8% | -22% | -3% | -7
CCCN1CCC(=O)N([C@H](CSc2ccc(C)cc2)c2ccccc2)CC1 | -1% | 11% | -9 | ? | -2 | 15µM* | ? | ? | -1% | ? | /
CCOc1ccc2nc(NC(=O)c3cccnc3)sc2c1 | -14% | ? | -3 | ? | 3 | 1.5µM* | 1.6µM* | 0.89µM* | 0% | -5% | 3
CN1CCSc2ccc(C(=O)NCc3cccc(Br)c3)cc21 | 1% | 1% | -6 | 16% | 1 | -22% | 0% | 4% | -18% | 2% | -13
O=C(CNC(=O)c1ccccc1)N/N=C/C=C/c1ccccc1 | 5% | -2% | 4 | -22% | -1 | 3% | 9% | 9% | -4% | -9% | -3
OCC1(CCc2ccccc2)CCN(Cc2ccccc2Cl)CC1 | -19% | 0% | 8 | -12% | 2 | 1% | 0% | -14% | -2% | 14% | -80*
COc1ccc2cc(C(=O)NCC3CCCO3)[nH]c2c1 (centres undefined) | 6% | 11% | -7 | -2% | -1 | ? | ? | ? | 3% | -1% | 0
Cc1ccc(OCCC(=O)OCC(=O)N2c3ccccc3CC2C)cc1 (centres undefined) | 15% | / | -13 | -10% | 0 | -15% | / | / | / | -5% | -3
CC(=O)c1c(OC(=O)c2ccccc2Br)ccc2c(C)cc(=O)oc12 | ? | -3% | ? | -8% | 1 | 2% | -1% | -2% | 0% | -5% | -9
COc1ccc(CC(=O)Nc2cccc(Cl)c2C)cc1S(=O)(=O)N1CCOCC1 | / | -3% | -5 | / | / | -2% | -8% | -9% | -16% | -11% | 9
Cc1cccc(C(=O)NCC2CCCO2)c1 (centres undefined) | -2% | 0% | 7 | -15% | 2 | 3% | 0% | 2% | 3% | 4% | 2
CCOc1ccc(N=C2SCC(=O)N2CC)cc1 | 5% | 1% | 1 | 3% | -3 | 2% | 8% | -5% | -1% | 0% | 3
CCc1ccc(NC(=O)CSc2nc3ccsc3c(=O)n2CCCCCC(=O)O)cc1 | -15% | 3% | -14 | 25% | 14 | ? | -1% | -3% | 3% | / | 2
